# Screens: PubChem, National Center for Advancing Translational Sciences (NCATS)
# KDM5B inhibitor: KDM5B demethylase inhibition. Q9UGL1. KDM5B demethylase, FDH-coupled NADH fluorescence (FDH is formaldehyde dehydrogenase). Potency, µM (series often up to 57.7 µM), for inactives: top-dose activity change, negative = inhibition, actives largely listed as inhibitors. 220,000 compounds, 2.6% hits. AID 1347165; active means well fitted inhibition curve with a large enough effect; inconclusive means small, poorly fitted or top-dose-only effect; inactive means no such curve, though single readings can be large or run the other way; further: 0% is about no effect; nearly all actives have a fitted effect of over 70% in size
# Target sequence (Q9UGL1 whole entry, looked up): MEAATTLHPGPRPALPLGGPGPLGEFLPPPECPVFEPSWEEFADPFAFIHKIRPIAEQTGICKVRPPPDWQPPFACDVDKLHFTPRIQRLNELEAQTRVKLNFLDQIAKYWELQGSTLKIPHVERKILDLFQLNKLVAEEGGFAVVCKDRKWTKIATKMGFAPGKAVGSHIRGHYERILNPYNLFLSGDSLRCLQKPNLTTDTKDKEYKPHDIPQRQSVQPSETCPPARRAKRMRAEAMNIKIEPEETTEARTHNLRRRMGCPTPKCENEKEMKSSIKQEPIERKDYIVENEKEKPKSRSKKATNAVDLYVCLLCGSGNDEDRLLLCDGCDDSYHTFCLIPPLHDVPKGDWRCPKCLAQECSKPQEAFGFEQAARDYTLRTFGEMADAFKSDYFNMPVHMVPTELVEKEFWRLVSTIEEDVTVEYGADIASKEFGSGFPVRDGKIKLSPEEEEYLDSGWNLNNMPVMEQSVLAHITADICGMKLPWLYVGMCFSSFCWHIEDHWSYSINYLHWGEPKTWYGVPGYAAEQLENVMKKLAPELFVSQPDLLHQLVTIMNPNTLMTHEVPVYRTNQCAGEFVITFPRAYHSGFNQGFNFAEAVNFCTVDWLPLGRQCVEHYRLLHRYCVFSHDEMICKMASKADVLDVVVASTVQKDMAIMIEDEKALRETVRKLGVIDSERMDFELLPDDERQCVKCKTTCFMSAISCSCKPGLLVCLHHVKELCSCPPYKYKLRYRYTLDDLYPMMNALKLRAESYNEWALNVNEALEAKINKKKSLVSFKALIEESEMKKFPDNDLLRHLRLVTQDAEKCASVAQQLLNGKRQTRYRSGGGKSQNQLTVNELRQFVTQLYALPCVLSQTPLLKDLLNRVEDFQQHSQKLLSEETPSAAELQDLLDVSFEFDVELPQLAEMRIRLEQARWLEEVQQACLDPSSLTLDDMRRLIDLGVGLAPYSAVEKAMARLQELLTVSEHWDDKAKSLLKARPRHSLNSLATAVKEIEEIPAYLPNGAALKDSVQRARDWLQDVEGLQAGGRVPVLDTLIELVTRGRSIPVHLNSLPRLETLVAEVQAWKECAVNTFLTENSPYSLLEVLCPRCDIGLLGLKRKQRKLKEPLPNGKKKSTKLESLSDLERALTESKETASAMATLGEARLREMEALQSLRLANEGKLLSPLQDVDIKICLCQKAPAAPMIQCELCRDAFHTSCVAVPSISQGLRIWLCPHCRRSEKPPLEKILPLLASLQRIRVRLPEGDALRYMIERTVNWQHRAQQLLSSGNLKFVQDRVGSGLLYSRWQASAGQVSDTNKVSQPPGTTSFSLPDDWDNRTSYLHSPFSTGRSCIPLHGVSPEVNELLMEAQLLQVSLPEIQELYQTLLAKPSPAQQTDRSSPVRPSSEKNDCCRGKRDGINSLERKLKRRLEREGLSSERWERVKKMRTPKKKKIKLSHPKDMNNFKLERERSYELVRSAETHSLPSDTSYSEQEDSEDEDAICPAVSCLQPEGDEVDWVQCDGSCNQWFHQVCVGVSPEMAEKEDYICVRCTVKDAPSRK
#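 Compound dilutions met 200 nM (final) KDM5BΔAP for 10 min at room temperature before substrate addition. The substrate mix held 12.5 µM H3K4me3 with cofactors 25 µM α-ketoglutarate and 50 µM Fe²⁺. NADH signal gain over 30 min defined activity.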
# Active calls of the source: *; ? = inconclusive; [ ] = another dose, or the depositor's remark. Potency means the concentration at half of the fitted maximal effect.
KDM5B inhibitor	canonical_smiles
2%	CCn1c(=O)c2sccc2n2c(CCC(=O)Nc3cc(C)cc(C)c3)nnc12
-21%	CCOC(=O)C1=C(CS(=O)(=O)c2ccc(OC)c(Cl)c2)NC(=O)NC1c1cccc(OC)c1 (stereo unspecified)
14%	Cc1ccc(F)cc1CC(=O)N1C[C@@H](CN2CCOCC2)[C@@H](CO)C1
?	CC(=O)N1CCc2cc(S(=O)(=O)NC(Cc3ccccc3)C(=O)Nc3cccc(C)c3)ccc21 (stereo unspecified)
?	CN1c2cc(C(=O)N3CCN(c4ccccc4)CC3)ccc2C(=O)N2CCCCCC21 (stereo unspecified)
-12%	Cc1ccc(NC(=O)CN(C)C(=O)c2ccc(S(=O)(=O)Nc3ccc(Cl)cc3)cc2)cc1
-19%	OCC1COCCN(Cc2csc(-c3ccc(C(F)(F)F)cc3)n2)C1 (stereo unspecified)
?	Cn1nccc1C(=O)N1CC(c2ncc3c(-c4cccc(C(F)(F)F)c4)nccn23)C1

# 6 entries from above, tab-delimited.
canonical_smiles	KDM5B inhibitor
CCn1c(=O)c2sccc2n2c(CCC(=O)Nc3cc(C)cc(C)c3)nnc12	2%
CCOC(=O)C1=C(CS(=O)(=O)c2ccc(OC)c(Cl)c2)NC(=O)NC1c1cccc(OC)c1 (stereo unspecified)	-21%
Cc1ccc(F)cc1CC(=O)N1C[C@@H](CN2CCOCC2)[C@@H](CO)C1	14%
CC(=O)N1CCc2cc(S(=O)(=O)NC(Cc3ccccc3)C(=O)Nc3cccc(C)c3)ccc21 (stereo unspecified)	?
CN1c2cc(C(=O)N3CCN(c4ccccc4)CC3)ccc2C(=O)N2CCCCCC21 (stereo unspecified)	?
Cc1ccc(NC(=O)CN(C)C(=O)c2ccc(S(=O)(=O)Nc3ccc(Cl)cc3)cc2)cc1	-12%

# (continued)
KDM5B inhibitor	canonical_smiles
14%	CS(=O)(=O)c1cccc(C(=O)N2CCCCCCC2)c1
14%	COc1cc(-c2nnc(SCC(=O)NC3CCCC3)n2C)cc(OC)c1O
1%	COc1cc2nc(-c3ccc(C)cc3)oc(=O)c2cc1OC
-10%	Clc1ccccc1CSc1nc(NCCc2ccccc2)c2ccccc2n1
-9%	O=C(NCc1c[nH]c(=O)[nH]c1=O)C1CCN(Cc2ccco2)CC1
-8%	Cc1ccsc1C(=O)N1CCC(c2n[nH]c(=O)n2Cc2ccc(F)cc2)CC1
8%	CC(=O)c1ccc2c(c1)c(C#N)c1ccccc1[n+]2[O-]
-9%	CN(C)/C=C\C(=O)C1CC1

# Going on with the list.
KDM5B inhibitor	canonical_smiles
-2%	Cc1ccc(NC(=S)N2CCc3[nH]c4ccccc4c3C2)cc1
-15%	COc1ccc(NC(=O)CCOc2ccc(C)cc2)cc1S(=O)(=O)N1CCCCC1
-16%	CC(=O)c1cccc(NC(=O)Cn2cnc3c2c(=O)n(C)c(=O)n3C)c1
?	CCN1CCN(C(=O)Cn2ncc3c4ccccc4n(Cc4ccccc4)c3c2=O)CC1
5%	O=C(Nc1cccc(-c2nnc3n2CCCC3)c1)c1ccc(F)cc1F
5%[86.2 µM]	COc1ccc(N2CC(C(=O)NCc3cccs3)NC2=O)cc1 (stereo unspecified)
?	O=C(Nc1cccc(C(F)(F)F)c1)N1CCC(CN2CCCCCC2)CC1
-16%	CCOc1ccccc1CNC(=O)c1ccc2c(c1)nc1n2CCCCC1

# (cont.)
KDM5B inhibitor	canonical_smiles
9%	C[C@]1(O)CCN(C(=O)Cc2ccc(-n3cnnn3)cc2)C[C@@H]1O
?	O=C(NC1CCCC1)c1cc2cn(C3CC3)cc2s1
-7%	Cc1ccc(C(=O)C(C)OC(=O)c2cnccn2)cc1 (stereo unspecified)
18%	CCOC(=O)c1ccccc1NC(=O)c1cccc(N2CCCCS2(=O)=O)c1
-6%	CC(C)(C)CC(=O)N1CCC2(CC1)OCC(C(=O)N1CCCC1)N2C(=O)c1ccc(F)cc1 (stereo unspecified)
21%	COc1ccc(CN(C)Cc2cc(C)no2)cc1OC
4%	Fc1cccc(Cl)c1CSc1nnc(-c2c[nH]c3ccccc23)n1C1CC1
26%	C=C(C)COc1ccc(C(N)=O)cc1

# The list goes on.
KDM5B inhibitor	canonical_smiles
-3%	COc1ccc(C2c3c(oc4ccccc4c3=O)C(=O)N2c2nc(C)c(C)s2)cc1 (stereo unspecified)
?	CCc1cccc(NC(=O)c2cnc(N3CCCCC3)c3ccccc23)c1
-3%	CS(=O)(=O)c1ccc(C(=O)COC(=O)COc2ccc3ccccc3c2)cc1
?	COc1ccc(N2CCC(NC(=O)c3cccc(N(C)C)c3)C2=O)cc1 (stereo unspecified)
-8%	O=C(O)c1ccccc1C(=O)/C=C/c1ccc(Cl)cc1
-14%	CCOc1ccc(NC(=O)c2nn(C)c3c2COc2ccccc2-3)cc1
-5%	Cc1ccc(C2=NN(CC(=O)NCCc3ccccc3)C(=O)CC2)cc1
-10%	O=C(Cc1cccc(F)c1)N1CCC(n2cc(-c3nc(C4CC4)no3)nn2)CC1

# Other compounds.
KDM5B inhibitor	canonical_smiles
3%	Cn1c(=O)c(=O)n(C)c2cc(N3CCOCC3)c(NS(=O)(=O)c3ccc(C(C)(C)C)cc3)cc21
?	CCOC(=O)c1c(-c2ccccc2)csc1NC(=O)c1cc(-c2cccc(OC)c2)on1
?	CCn1c2ccccc2c2cc(CN3CCN(Cc4ccc(Br)cc4)CC3)ccc21
19%	Cc1ccsc1CNC(=O)c1cccnc1
?	COCCCNc1oc(-c2cccc(C)c2)nc1C#N
-9%	CN(C)C(CNc1ccc(S(C)(=O)=O)cc1[N+](=O)[O-])Cc1ccccc1 (stereo unspecified)
35%	O=S(=O)(CCN1C=CC(C(F)(F)F)=NCC1)c1ccc(Cl)cc1Cl
10%	CCCN(CC#N)CC(=O)NC(=O)NCc1ccccc1

# The list goes on.
KDM5B inhibitor	canonical_smiles
-22%[86.2 µM]	O=C1NC[C@H]2CN(Cc3cccc(OC(F)(F)F)c3)CCN12
-5%	COc1ccccc1CNc1nc2c(S(=O)(=O)c3ccccc3)nnn2c2ccc(Cl)cc12
30%	O=C(NCC(F)(F)F)c1ccc(CN(C(=O)/C=C/c2ccccc2)C2CC2)cc1
3%	COc1ccc(S(=O)(=O)N(C)C2CCS(=O)(=O)C2)cc1C (stereo unspecified)
-7%	CCCNC(=O)C1CCC(Cn2c(=O)c3sccc3n(CC(=O)N3CCCC3)c2=O)CC1 (stereo unspecified)
-1%	O=C(Nc1ccccc1)Nc1ccc(=O)n2c1[C@@H]1C[C@@H](CN(C(=O)Nc3ccc(F)cc3)C1)C2
10%	CCOC(=O)C1CCN(C(=O)C2COC3(CCCCC3)N2C(=O)c2cc(F)cc(F)c2)CC1 (stereo unspecified)
?	CCCCOc1ccc(CN2C(=O)C(=O)c3cc(Br)cc(C)c32)cc1OC

# Next part
KDM5B inhibitor	canonical_smiles
-6%	COc1ccc(OC)c(C2C3=C(CC(C)(C)CC3=O)Nc3nc(-c4cccc(C)c4)nn32)c1 (stereo unspecified)
13%[86.2 µM]	O=C1NC2(CCN(C(=O)c3cccnc3)C2)Oc2ccccc21 (stereo unspecified)
33%	CC(=O)NC1C(=O)N(Cc2ccccc2)c2ccc(Br)cc21 (stereo unspecified)
?	CCCn1nc(C)c(-c2cc(C(=O)N3CCc4c(nc5cc(-c6ccccc6)[nH]n5c4=O)C3)[nH]n2)c1C
18%	O=C(NCC(c1cccs1)N1CCCCC1)c1cc(=O)c2cc(Br)ccc2o1 (stereo unspecified)
-8%	CSc1nc(=O)c2c(n1C)NC(=O)CC2c1cc(F)cc(F)c1 (stereo unspecified)
35µM*	COCCNc1ncc(-c2ccc(OC)c(OC)c2)c2c1OCC2
17%	CNc1nnc(SCc2ccc(C#N)cc2F)s1

# (next part)
KDM5B inhibitor	canonical_smiles
0%	O=c1[nH]c(CSc2ccc(F)c(Cl)c2)nc2ccsc12
17%	COc1cccc(NC(=O)c2cn(C3CCCCC3)c(=O)c3c2c2ccccc2n3C)c1
?	Cn1c(Cn2cccn2)nnc1C1CCCN(Cc2nc(C(N)=O)no2)C1 (stereo unspecified)
?	COc1ccc(-c2cc(C(=O)c3c(N)n(C)c(=O)n(C)c3=O)c3ccccc3n2)cc1
11%	Cc1ccc(-n2ncc3c(NNC(=O)C4CCCCC4)ncnc32)cc1C
-13%[86.2 µM]	Cn1cc(C(O)c2nc(Nc3ccc(OC(F)(F)F)cc3)n[nH]2)cn1 (stereo unspecified)
25%	N#Cc1ccc(OC[C@@H](O)CN2CCC(C(O)(c3ccccc3)c3ccccc3)CC2)c(F)c1
-12%	CCOC(=O)c1c(C)oc2nc(C)nc(Nc3ccc(CC)cc3)c12

# In the list so far, these contain an aryl thioether with sulfur outside any ring.
KDM5B inhibitor	canonical_smiles
14%	COc1cc(-c2nnc(SCC(=O)NC3CCCC3)n2C)cc(OC)c1O
-10%	Clc1ccccc1CSc1nc(NCCc2ccccc2)c2ccccc2n1
4%	Fc1cccc(Cl)c1CSc1nnc(-c2c[nH]c3ccccc23)n1C1CC1
-8%	CSc1nc(=O)c2c(n1C)NC(=O)CC2c1cc(F)cc(F)c1 (stereo unspecified)
17%	CNc1nnc(SCc2ccc(C#N)cc2F)s1
0%	O=c1[nH]c(CSc2ccc(F)c(Cl)c2)nc2ccsc12

# (next part)
KDM5B inhibitor	canonical_smiles
28µM*	COCc1nc2nccc(-c3ccc4c(c3)CC(C)O4)n2n1 (stereo unspecified)
?	CCOc1ccccc1CN1CCNC(=O)C1CC(=O)NCc1ccco1 (stereo unspecified)
?	COc1cccc(S(=O)(=O)N2CCC3(CC2)CC2C(=O)NCCN2C3)c1 (stereo unspecified)
1%	COC(=O)c1cnc(NC(=O)Cc2cccc3ccccc23)s1
-12%	COc1ccccc1S(=O)(=O)NC1CCCN(C2CCCCCC2)C1 (stereo unspecified)
19%	O=C(O)c1ccc(CNC(=O)c2ccccc2C(F)(F)F)cc1
?	CCNC(=O)[C@@H]1C[C@H](n2cc(CN(C)C(=O)c3cccc(C)c3C)nn2)CN1
7%	CCN(CC)C(=O)[C@H]1CCC[C@H]1NC(=O)c1ccncc1

# The list goes on:
KDM5B inhibitor	canonical_smiles
29%	O=C(NCC12CCCC=C1N(Cc1ccccc1)C(=O)CC2)C1CCC1 (stereo unspecified)
-26%	O=C(Cn1cccc1-c1nc(-c2ccc(F)cc2)no1)NCc1ccc(F)cc1
6%	CC(=O)c1ccc(NC(=O)Cn2nc(-n3nc(C)cc3C)ccc2=O)cc1
-10%	COC(=O)CNC(=O)N1CC(c2nnc(-c3ccncc3)o2)C2(CCOCC2)C1 (stereo unspecified)
-15%	Cc1ccc(C)c(-c2cc3c(=O)n(CCNC(=O)c4ccccc4Cl)ccn3n2)c1
-4%	Cc1cccc(N2CCN(C(=O)c3nn(Cc4ccccc4)c(=O)c4ccccc34)CC2)c1C
28µM*	COc1cccc(-c2cc3c(ccn3Cc3cccnc3)c(C3=CCOCC3)n2)c1OC
21%	CNC(=O)/C=C/c1ccccc1F

# (listing goes on)
KDM5B inhibitor	canonical_smiles
-25%	CSc1n[nH]c(-c2ccc(C(F)(F)F)cc2)n1
15%	CCc1c(CN(C)Cc2ccccc2)csc1C
-15%	CCOc1ccc(S(=O)(=O)N2CCN(C(C(=O)O)c3c[nH]c4cc(F)ccc34)CC2)cc1 (stereo unspecified)
3%	O=C(O)c1cc(NS(=O)(=O)c2ccc(F)c(F)c2)ccc1Cl
1%	CCOc1ccccc1OCCCC(=O)NCCc1ccc(S(N)(=O)=O)cc1
-15%[86.2 µM]	O=C(Cc1ccccc1)NCC1CN(Cc2cccnc2)CC12CN(c1ccccc1)C2 (stereo unspecified)
22%	CC(=O)N1CCCc2cc(S(=O)(=O)NCc3ccc(OC(C)C)cc3)ccc21
-3%	COc1ccc(-n2ncc(C(=O)N3CCN(c4ncccn4)CC3)c2C2CCN(C(=O)OC(C)(C)C)CC2)cc1

# The results go on:
KDM5B inhibitor	canonical_smiles
-9%	CC(=O)N1CCC(C(=O)N2CCC(N3CC(OCC4CC4)C34CCOCC4)CC2)CC1 (stereo unspecified)
-2%	CCCOC(=O)c1[nH]c(C)c(C(=O)OC)c1C
?	COc1ccc(Cl)cc1NC(=O)CSc1nnc2[nH]c(=O)cc(-c3ccccc3)n12
32µM*	Cc1cccc(CCNC(=O)c2noc(-c3ccc4c(c3)OCO4)n2)c1
-16%	FC(F)(F)c1ccc(CSc2c[nH]c3ccccc23)cc1
?	COc1ccc(CN2C[C@H]3CN(Cc4ccc([N+](=O)[O-])cc4)CCN3C2=O)cc1
?	COc1ccc(NC(=O)c2ccc3c(c2)N(C)C2CCCCN2C3=O)cc1F (stereo unspecified)
-12%	CC1=C[C@@H](CNS(=O)(=O)c2cccc(C#N)c2)[C@H](C(C)C)C[C@H]1CC(=O)N(C)Cc1cccnc1

# (continued)
KDM5B inhibitor	canonical_smiles
-37%	COc1ccccc1CCNC(=O)C(=O)NCC(c1ccco1)S(=O)(=O)c1ccc(C)cc1 (stereo unspecified)
-39%	COc1ccc(CCNC(=O)c2cc(Nc3cc(C)cc(C)c3)nc3ccccc23)cc1OC
-6%	CCC(=O)N1CCN(C2CCN(CCC(C)C)C2=O)CC1 (stereo unspecified)
-10%	O=C(CSc1nnc2ccccn12)N1CCN(C(c2ccccc2)c2ccccc2)CC1
-17%[86.2 µM]	O=C(NC1CC1)[C@H]1O[C@H](CCN2CCOCC2)CC[C@@H]1O
-23%	NC(=O)NCC(=O)N1CCC2(CCCN(CCCc3ccccc3)C2)C1 (stereo unspecified)
6%	CC(=O)N1CCc2sc(C(=O)NCc3cccc(Cl)c3)cc2C1
1%	COc1cccc(Nc2nc(-c3ccc(CN(C)C(C)=O)cc3)cs2)c1
-8%	CC1CCN([C@@H]2[C@H](O)[C@H](CO)O[C@@H]2CN(Cc2ccc(F)cc2)Cc2ccc(F)cc2)CC1
10%	COc1ccccc1NC(=O)Cn1nnc2sc3c(c2c1=O)CC(C)(C)OC3

# Not all compounds are listed, so the mix of outcomes need not match the whole.
